RGS12 GoLoco inh: qHTS Assay for Inhibitors of RGS12 GoLoco Motif Activity (Red Fluorophore); Guanine nucleotide-binding protein G(i) subunit alpha-1 (Homo sapiens), P63096; Potency, µM (doses to about 61.6 µM), without a hit: at the top dose activity, negative = inhibition, usual class: inhibitors; Gai1:RGS12 GoLoco peptide FP, rhodamine, 10 min; AID 880, 2007; 230,000 tested, 0.44% active; active = well fitted inhibition curve with a large enough effect, not every such curve was filed as active; inactive = no such curve, though single readings can be large or run the other way; note: % is set by controls: 0 for no effect and ±100 for the full control effect; nearly all actives have a fitted effect of over 30% in size; many of its hits are not listed in these tables
Target sequence (P63096 whole entry, looked up): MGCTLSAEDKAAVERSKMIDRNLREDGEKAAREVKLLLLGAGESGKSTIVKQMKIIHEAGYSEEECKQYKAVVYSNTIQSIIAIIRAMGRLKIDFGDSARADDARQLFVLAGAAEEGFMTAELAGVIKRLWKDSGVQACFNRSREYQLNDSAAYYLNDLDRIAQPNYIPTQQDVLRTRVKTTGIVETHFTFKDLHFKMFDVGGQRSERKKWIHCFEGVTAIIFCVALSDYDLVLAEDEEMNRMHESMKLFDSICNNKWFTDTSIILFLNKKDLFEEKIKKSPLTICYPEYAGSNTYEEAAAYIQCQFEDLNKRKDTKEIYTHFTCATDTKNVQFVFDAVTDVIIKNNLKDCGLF
GAA glycogen: qHTS Assay for Inhibitors and Activators of Human alpha-Glucosidase Cleavage of Glycogen. Lysosomal alpha-glucosidase (Homo sapiens), P10253. recombinant GAA, glycogen substrate, Amplex Red glucose oxidase fluorescence. Potency, µM (top dose mostly 76.4 µM), for the others: at the top dose activity change, negative = inhibition, hits mostly inhibitors. 300,000 tested, 0.38% active;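 note: 0% = full enzyme reaction and -100% = no-enzyme basal signal; the screen sought inhibitors and activators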
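Recombinant human alpha-glucosidase (4 nM final) hydrolysed bovine liver glycogen (30 ug) for 40 min at 37 C in pH 5.0 citrate/phosphate with 0.01% Tween-20. Released glucose detected by glucose oxidase/Amplex Red, Ex 573/Em 610 nm. Compounds up to 77 uM; AC50 from Hill fits.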
GAA inhib: qHTS Assay for Inhibitors of Human alpha-Glucosidase as a Potential Chaperone Treatment of Pompe Disease; Lysosomal alpha-glucosidase (Homo sapiens), P10253; purified human GAA, 4-MU-alpha-glucoside fluorescence; Potency, µM (titrated, usually from 76.9 µM), for inactives: at the highest dose activity change, negative = inhibition, most hits filed as inhibitors; 200,000 tested, 0.005% active; AID 1466, 2008;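 note: plate controls were uninhibited enzyme wells for no effect and no-enzyme background for full effect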
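Read-out is 4-methylumbelliferone fluorescence (Ex 365/Em 440 nm) after NaOH/glycine stop at pH 10. Enzyme 4 nM, substrate 400 uM, pH 5.0 citrate buffer, 20 min room temperature; AC50 from Hill-equation concentration-response.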
IMPase Li inh: qHTS Assay for Identifying the Cell-Membrane Permeable IMPase Inhibitors: Potentiation with Lithium | CHO-M1 cells, IP1 TR-FRET (IP-One), carbachol + lithium | Potency, µM (highest dose often 59.4 µM), without a hit: top-dose activity, negative = IMPase inhibition, most hits filed as inhibitors | 210,000 tested, 0.35% active;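 note: IP1 builds up when IMPase is blocked and the TR-FRET signal falls; plate controls were basal vehicle for no effect and high inhibitor control for full effect; nearly all actives have a fitted effect of over 50% in size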
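Lithium-sensitised IP1 accumulation assay; M1-expressing CHO cells treated 30 min at 37C with compound. Competitive antibody detection by time-resolved FRET followed a 10 min room-temperature lysis step.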
HTT cytoprotect: qHTS Multiplex Assay to Identify Dual Action Probes in a Cell Model of Huntington: Cytoprotection (ATP); Potency, µM (doses to about 56.4 µM), without a hit: cytoprotection (ATP increase), most hits filed as activators; PC12 HTT-Q103 induced, cytoprotection, ATP luminescence, 40 h; 230,000 tested, 0.14% active;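 note: % of control where 0% means no effect; nearly all actives have a fitted effect of over 45% in size; toxic huntingtin expression switched on by the ecdysone agonist tebufenozide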
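Cells were plated at 1500 per well in phenol red-free DMEM with 5% equine and 5% calf serum. Tebufenozide (100 nM final) and compounds were added, then ATPlite reagent, and luminescence was read.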
aGlu spleen mod: qHTS Assay for Inhibitors and Activators of Human alpha-Glucosidase From Spleen Homogenate | Lysosomal alpha-glucosidase (Homo sapiens), P10253 | human spleen homogenate, 4-MU-alpha-glucoside fluorescence | Potency, µM (doses to about 79.9 µM), for the others: at the top dose activity change, negative = inhibition, most hits filed as inhibitors | 240,000 tested, 0.006% active | AID 2112, 2009;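 note: 0% = enzyme with vehicle and -100% = no enzyme basal signal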
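Human spleen homogenate (1 ug) incubated with compounds and 1 mM 4-methylumbelliferyl-alpha-D-glucopyranoside in pH 5.0 citrate/phosphate buffer, 37 C, 40 min. Stopped at pH 10; 4-MU fluorescence (Ex 365/Em 440 nm); AC50 by Hill fit.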
HttQ103 aggreg: qHTS Multiplex Assay to Identify Dual Action Probes in a Cell Model of Huntington: Aggregate Formation (GFP). 220,000 tested, 1.1% active. Potency, µM (series often up to 46.1 µM), for the others: top-dose activity change, negative = inhibition, hits mostly inhibitors. AID 1688, 2009. PC12 HttQ103-GFP aggregates, Acumen cytometry, 40 h; note: % is set by controls: 0 for no effect and ±100 for the full control effect; nearly all actives have a fitted effect of over 60% in size
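Quantitative HTS on tebufenozide-induced (100 nM) PC12 cells stably expressing polyQ103 Huntingtin exon 1–GFP. Reduction of bright GFP aggregates, detected by laser scanning cytometry after lysis, identified actives across the titration.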
Active calls of the source: *; ? = inconclusive; . = no result given; & = joins results of further samples; [ ] = dose if it differs, or a comment. Unless noted, calls come from the whole dose curve; as a rule, active = well fitted curve in the direction sought with a large enough effect; inconclusive = small, poorly fitted or top-dose-only effect, or another doubt; inactive = no such curve, though single readings can be large; an effect the other way counts as inactive or inconclusive. Potency is the fitted concentration of half-maximal effect.

Start of the data: the first six entries, ahead of the listing:
1	Cn1nc(OC(=O)Nc2ccccc2)cc1C(F)(F)F
2	CCn1nc(C)c(CNC(=O)CCc2nnc(-c3ccc(C(C)=O)s3)o2)c1C
3	COc1ccccc1N1CCN(C(=O)Cn2nc3n(C)c4ccccc4n3c(=O)c2=O)CC1
4	CC(=O)OC(C(=O)N1CCN(c2ccccc2F)CC1)c1ccccc1 (stereo not drawn)
5	COc1cc2ncnc(Nc3cccc(Br)c3)c2cc1OC
6	COc1ccc(NS(=O)(=O)c2cccc(C(=O)N/N=C(\C)c3ccc(-n4ccnc4)cc3)c2)cc1

| assay / entry | 1 | 2 | 3 | 4 | 5 | 6 |
| --- | --- | --- | --- | --- | --- | --- |
| RGS12 GoLoco inh | 16.3% | 11.6% | 16.4% | 5.3% | 3.4% | -1.6% |
| GAA glycogen | 11.9% | 18.1% | 6.6% | -1.0% | . | -7.4% |
| HTT cytoprotect | 1.0% | 9.7%[10 µM] | -4.5%[10 µM] | 24.8% | -20.6%[1.9 µM] | -2.3% |
| aGlu spleen mod | -14.3% | 0.9% | 0.9% | -5.5% | -1.8% | -4.6% |
| GAA inhib | -5.6% | -5.7% | 14.0% | -5.2% | . | -7.3% |
| IMPase Li inh | -4.2%[38.3 µM] | 8.7% | 4.4% | 1.0%[38.3 µM] | 4.9% | 22.5%[38.3 µM] |
| HttQ103 aggreg | -0.4% | 1.2%[9.22 µM] | -9.0%[9.22 µM] | 6.9% | . | 6.4% |

All compounds of this part, previewed entries included:
1	Cn1nc(OC(=O)Nc2ccccc2)cc1C(F)(F)F
2	CCn1nc(C)c(CNC(=O)CCc2nnc(-c3ccc(C(C)=O)s3)o2)c1C
3	COc1ccccc1N1CCN(C(=O)Cn2nc3n(C)c4ccccc4n3c(=O)c2=O)CC1
4	CC(=O)OC(C(=O)N1CCN(c2ccccc2F)CC1)c1ccccc1 (stereo not drawn)
5	COc1cc2ncnc(Nc3cccc(Br)c3)c2cc1OC
6	COc1ccc(NS(=O)(=O)c2cccc(C(=O)N/N=C(\C)c3ccc(-n4ccnc4)cc3)c2)cc1
7	CCCc1cc(=O)[nH]c(SCC(=O)c2c(C)[nH]c3ccccc23)n1
8	Cc1cccc2sc(NC(=O)C3CCN(S(=O)(=O)c4cc([N+](=O)[O-])ccc4Cl)CC3)nc12
9	C/C(=N\NC(=O)c1n[nH]c2c1CCC2)c1cccs1
10	O=c1cnc2cnc(N3CCOCC3)nc2n1Cc1cccs1

| assay / entry | 1 | 2 | 3 | 4 | 5 | 6 | 7 | 8 | 9 | 10 |
| --- | --- | --- | --- | --- | --- | --- | --- | --- | --- | --- |
| RGS12 GoLoco inh | 16.3% | 11.6% | 16.4% | 5.3% | 3.4% | -1.6% | 9.7% | -38.7% | 3.1% | 6.2% |
| GAA glycogen | 11.9% | 18.1% | 6.6% | -1.0% | . | -7.4% | 5.5% | 14.6% | -1.7% | . |
| HTT cytoprotect | 1.0% | 9.7%[10 µM] | -4.5%[10 µM] | 24.8% | -20.6%[1.9 µM] | -2.3% | 5.9%[10 µM] | -2.3%[10 µM] | -61.8%[inhibitor][10 µM] | 0.5% |
| aGlu spleen mod | -14.3% | 0.9% | 0.9% | -5.5% | -1.8% | -4.6% | 2.0% | 0.6% | 1.1% | -5.5% |
| GAA inhib | -5.6% | -5.7% | 14.0% | -5.2% | . | -7.3% | . | -11.2% | . | . |
| IMPase Li inh | -4.2%[38.3 µM] | 8.7% | 4.4% | 1.0%[38.3 µM] | 4.9% | 22.5%[38.3 µM] | . | 14.8% | . | -10.9% |
| HttQ103 aggreg | -0.4% | 1.2%[9.22 µM] | -9.0%[9.22 µM] | 6.9% | . | 6.4% | -3.7%[9.22 µM] | -24.0% | -25.4%[9.22 µM] | . |

11	CCn1nc(C)c(/C=N/NC(=O)c2c[nH]c3ccccc23)c1C
12	Cc1cc(C)cc(C(=O)OCC(=O)Nc2cccc(S(=O)(=O)NC3=NCCCCC3)c2)c1
13	O=c1nc(Nc2ccccc2)sc2ccc([N+](=O)[O-])cc12
14	Cc1c(Cl)cccc1NC(=O)c1nc(C)n(-c2cc(OC(C)C)c(Cl)cc2Cl)n1
15	Cc1ccc(C(=O)NC(=S)NCC2CCCO2)cc1Br (stereo not drawn)
16	CSc1nnc(C)c(=O)n1COC(=O)COc1ccc(Cl)cc1
17	CCn1cc(CNC(=O)CCc2ccc(OC)cc2)cn1
18	O=C(CSc1nc2ccccc2c(=O)n1CCCN1CCOCC1)Nc1cccc(S(=O)(=O)N2CCCCCC2)c1
19	COc1ccc(OC)c(NC(=O)C2CCCN2C(=O)OCc2ccccc2)c1 (stereo not drawn)
20	CCC(=O)O[C@]1(C(=O)CCl)[C@@H](C)C[C@H]2[C@@H]3CCC4=CC(=O)C=C[C@]4(C)[C@@]3(F)[C@@H](O)C[C@@]21C

| assay / entry | 11 | 12 | 13 | 14 | 15 | 16 | 17 | 18 | 19 | 20 |
| --- | --- | --- | --- | --- | --- | --- | --- | --- | --- | --- |
| RGS12 GoLoco inh | 0.4% | -35.5% | -3.0% | 4.5% | 5.6% | 1.5% | 2.1% | 6.5% | -0.7% | 4.2% |
| GAA glycogen | 5.2% | 0.9% | -1.9% | -12.0% | 4.1% | 1.1% | 1.7% | -3.3% | 5.4% | 0.4% |
| HTT cytoprotect | . | 11.4%[10 µM] | 9.1%[10 µM] | 16.1% | . | -2.3% | -14.6% | -6.2%[10 µM] | 19.2%[1.9 µM] | . |
| aGlu spleen mod | 0.0% | -2.7% | 10.8% | 0.3% | -2.2% | 14.7% | ? | -1.3% | -4.9% | -4.1% |
| GAA inhib | -0.9% | 3.2% | -0.5% | -4.5% | -4.3% | -7.5% | 0.6% | ? | -8.4% | -8.7%[15.4 µM] |
| IMPase Li inh | 7.5% | 3.6% | 6.7% | 13.3%[38.3 µM] | 13.9% | -8.1% | 3.7%[38.3 µM] | 11.5% | 29.3%[38.3 µM] | 3.9% |
| HttQ103 aggreg | -0.2% | -10.4% | 11.8% | -1.9% | -3.6% | -20.2% | 13.6% | -13.3% | 3.0% | . |

21	CCC(C)NC(=O)CSc1nnc(-c2cc(-c3cccs3)nc3ccccc23)o1 (stereo not drawn)
22	CN1CCCC[C@@H]1CCN1c2ccccc2Sc2ccc(S(C)=O)cc21 (stereo partly drawn)
23	O=C(CSC1CS(=O)(=O)c2cc([N+](=O)[O-])ccc21)NNC(=O)c1ccc(Cl)cc1 (stereo not drawn)
24	COc1ccc(-c2nsc(SCC(=O)NCC3CCCO3)n2)cc1 (stereo not drawn)
25	O=C(NN1C(=O)C2C3C=CC(O3)C2C1=O)c1ccncc1 (stereo not drawn)
26	COc1ccc(S(=O)(=O)Nc2ccc(S(=O)(=O)N3CCCC3)cc2)cc1
27	C/C(=N\NC(=O)c1cccc(Cl)c1)C1C(=O)c2ccccc2C1=O
28	COC(=O)c1cccc(NC(=S)Nc2ccccc2Cl)c1
29	COc1ccc(S(=O)(=O)N2CCC(C(=O)NCc3ccccc3)CC2)cc1OC
30	Cc1ccc2cc3cc(C(=O)N4CC(C)CC(C)C4)oc3nc2c1 (stereo not drawn)

| assay / entry | 21 | 22 | 23 | 24 | 25 | 26 | 27 | 28 | 29 | 30 |
| --- | --- | --- | --- | --- | --- | --- | --- | --- | --- | --- |
| RGS12 GoLoco inh | 1.5% | -1.0%[14.2 µM] | 9.1% | 1.9% | -16.6% | -10.3% | 7.6% | 5.6% | -3.2% | 10.3% |
| GAA glycogen | -0.6% | . | -0.8% | -10.6% | -3.7% | 3.4% | 3.1% | -10.8% | 4.7% | -2.1% |
| HTT cytoprotect | -17.7% | -0.3%[10 µM] | -4.4%[10 µM] | -83.9%[inhibitor] | . | -11.0% | -79.7%[inhibitor][10 µM] | 8.8%[10 µM] | . | 7.2%[10 µM] |
| aGlu spleen mod | -6.0% | 2.2%[29.1 µM] | -2.3% | . | 2.7% | -8.6% | 0.2% | 0.8% | -4.1% | -5.1% |
| GAA inhib | 7.3% | . | . | -10.7% | -2.6% | -29.6% | 0.5% | . | 6.3% | 3.3% |
| IMPase Li inh | 8.5%[38.3 µM] | -7.3%&12.4% | . | -10.4% | 0.0% | -9.3%[38.3 µM] | 20.1% | . | 2.6% | 9.9% |
| HttQ103 aggreg | -2.4% | 3.2% | -15.7%[9.22 µM] | 4.7% | -0.3% | 2.3%[9.22 µM] | ? | 4.4%[9.22 µM] | . | 4.3% |

31	O=C1Cc2ccccc2Sc2ccc(Cl)cc21
32	CCOC(=O)C1=C(C)N(C)C(=S)NC1c1ccc(Cl)cc1 (stereo not drawn)
33	CC(C)(C)NC(=O)Cn1cnc([N+](=O)[O-])n1
34	CCOC(=O)C1Sc2[nH]c(=O)sc2C(c2ccc(Cl)cc2)C1C(=O)OCC (stereo not drawn)

| assay / entry | 31 | 32 | 33 | 34 |
| --- | --- | --- | --- | --- |
| RGS12 GoLoco inh | 4.3% | -1.4% | 2.3% | -15.1% |
| GAA glycogen | -41.5% | -19.2% | 6.1% | ? |
| HTT cytoprotect | -6.9% | . | -0.4% | 3.9% |
| aGlu spleen mod | -13.3% | -6.8% | -3.4% | -0.5% |
| GAA inhib | -0.6% | 1.1% | -2.4% | -6.4% |
| IMPase Li inh | -16.3%[38.3 µM] | 12.6% | -1.6%[38.3 µM] | 33.4%[activator][38.3 µM] |
| HttQ103 aggreg | 11.9% | 20µM* | -2.7% | ? |

One compound at a time, as listed above:
Record of CCOC(=O)C1=C(C)N(C)C(=S)NC1c1ccc(Cl)cc1 (stereo not drawn) = RGS12 GoLoco inh = -1.4%; GAA glycogen = -19.2%; HTT cytoprotect = .; aGlu spleen mod = -6.8%; GAA inhib = 1.1%; IMPase Li inh = 12.6%; HttQ103 aggreg = 20µM*
Record of CCOC(=O)C1Sc2[nH]c(=O)sc2C(c2ccc(Cl)cc2)C1C(=O)OCC (stereo not drawn) = RGS12 GoLoco inh = -15.1%; GAA glycogen = ?; HTT cytoprotect = 3.9%; aGlu spleen mod = -0.5%; GAA inhib = -6.4%; IMPase Li inh = 33.4%[activator][38.3 µM]; HttQ103 aggreg = ?

Screening results deposited in PubChem BioAssay by National Center for Advancing Translational Sciences (NCATS).

An excerpt. The share of hits here may be higher or lower than overall.
